Source: PubChem BioAssay
IDE inh: inhibits human insulin-degrading enzyme in HEK cells; P14735; FAbetaB cleavage, fluorescence polarization; inhibition, % at 5.59 µM; actives 0.41% (n = 320,000);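 active means percent inhibition above the average of all tested compounds plus 3 SD, set per screening campaign, cut at about 16% in these data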;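 further: IDE supplied by intact live HEK cells; FP after avidin binding of uncleaved biotin substrate so inhibition keeps polarization high; 0% = DMSO wells and 100% = 60 µM reference IDE inhibitor Ii1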
Target sequence (P14735 whole entry, looked up): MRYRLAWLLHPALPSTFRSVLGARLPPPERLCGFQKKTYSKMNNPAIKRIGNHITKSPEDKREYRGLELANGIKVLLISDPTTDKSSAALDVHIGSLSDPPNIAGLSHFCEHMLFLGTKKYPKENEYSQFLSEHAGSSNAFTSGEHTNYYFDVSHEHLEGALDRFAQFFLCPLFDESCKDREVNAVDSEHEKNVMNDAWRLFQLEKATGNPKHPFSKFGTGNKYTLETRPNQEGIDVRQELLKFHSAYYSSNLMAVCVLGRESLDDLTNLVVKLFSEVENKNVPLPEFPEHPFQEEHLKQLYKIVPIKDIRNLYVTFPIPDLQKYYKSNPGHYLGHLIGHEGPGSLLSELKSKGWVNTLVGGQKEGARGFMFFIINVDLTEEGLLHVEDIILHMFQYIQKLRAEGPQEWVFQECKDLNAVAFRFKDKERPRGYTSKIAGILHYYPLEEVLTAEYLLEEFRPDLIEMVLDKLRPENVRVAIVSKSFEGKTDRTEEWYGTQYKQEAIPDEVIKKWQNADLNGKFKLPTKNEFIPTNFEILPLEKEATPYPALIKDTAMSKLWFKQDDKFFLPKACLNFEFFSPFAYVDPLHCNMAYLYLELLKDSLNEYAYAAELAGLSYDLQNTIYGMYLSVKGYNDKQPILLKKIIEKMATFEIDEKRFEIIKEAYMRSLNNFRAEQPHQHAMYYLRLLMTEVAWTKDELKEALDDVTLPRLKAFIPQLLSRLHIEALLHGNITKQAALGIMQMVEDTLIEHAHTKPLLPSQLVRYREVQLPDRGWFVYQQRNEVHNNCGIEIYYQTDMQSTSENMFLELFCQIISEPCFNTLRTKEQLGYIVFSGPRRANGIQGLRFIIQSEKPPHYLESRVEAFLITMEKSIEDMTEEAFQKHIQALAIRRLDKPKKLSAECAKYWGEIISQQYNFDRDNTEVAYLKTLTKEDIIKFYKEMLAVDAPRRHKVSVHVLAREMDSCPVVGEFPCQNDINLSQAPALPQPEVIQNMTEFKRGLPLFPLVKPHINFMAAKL
IDE act: boosts human insulin-degrading enzyme activity in HEK cells | P14735 | FAbeta-B cleavage, fluorescence polarization; 0% vehicle, 100% cell-free pure enzyme wells | activation, % at 5.96 µM | actives 0.073% (n = 340,000) | AID 493087;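 active means activation above the mean of all tested compounds plus 3 SD, set per screening campaign, cut at about 17% in these data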
Numbers without * were called inactive; & = joins results of further samples. Not all compounds are listed; rates above refer to the full screens.

Every second line gives: IDE inh	IDE act
- COc1ccc([C@]2(C(C)C)ON(c3ccccc3C(F)(F)F)C2=O)cc1
    0	4
- COc1cc(/C=N/NC(=O)c2cccc3ccccc23)ccc1OCC(N)=O
    12	4
- Cc1oc(-c2cccc(Cl)c2)nc1CN1CCC(C(=O)N2CCN(c3ccccn3)CC2)CC1
    -2	0
- CCC(C)c1ccc(S(=O)(=O)N2CCN(CC(O)CN3CCOCC3)CC2)cc1 (stereo not given)
    1	4
- COc1ccc(NC(=O)C2CCCN2S(=O)(=O)c2cccs2)c([N+](=O)[O-])c1 (stereo not given)
    0	-5
- O=C(COC(=O)c1ccco1)Nc1nnc(-c2ccccc2)o1
    0	4
- O=C(CN1C(=O)NC(c2ccc(F)cc2)C1=O)Nc1ccc2c(c1)OCCO2 (stereo not given)
    -1	3
- Cc1ccc(-c2nnc(SCC(=O)Nc3cccnc3Cl)n2N)cc1
    -3	2
- COc1cc(C(=O)OC(C)C(=O)NC(=O)NC2CCCCC2)ccc1OC(F)F (stereo not given)
    6	1
- CCOC(=O)N1CCN(C(=O)C2CCN(C(=O)Nc3ccccc3)CC2)CC1
    -3	-2
- CCc1nn2c(=O)cc(COC(=O)c3cc(Cl)c(OC)c(OC)c3)nc2s1
    2	3
- Cc1ccc(S(=O)(=O)N2CCN(Cc3nnc(-c4c(-c5ccccc5)noc4C)o3)CC2)cc1
    3	-2
- Cc1nn(CC(=O)NCCC2=CCCCC2)c(C)c1S(=O)(=O)N(C)C
    1	2
- CN(C(=O)c1cccc(NC(=O)Cc2ccc([N+](=O)[O-])cc2)c1)C1CCC1
    -2	7
- CC(=O)c1ccc(OCC(=O)N2CCCC2c2ccc3c(c2)OCCCO3)cc1 (stereo not given)
    1	0

Shown field by field: part of the list above.
SMILES: O=C(CN1C(=O)NC(c2ccc(F)cc2)C1=O)Nc1ccc2c(c1)OCCO2 (stereo not given)
  IDE inh: -1 | IDE act: 3

SMILES: COc1ccc([C@]2(C(C)C)ON(c3ccccc3C(F)(F)F)C2=O)cc1
  IDE inh: 0 | IDE act: 4

SMILES: Cc1nn(CC(=O)NCCC2=CCCCC2)c(C)c1S(=O)(=O)N(C)C
  IDE inh: 1 | IDE act: 2

SMILES: O=C(COC(=O)c1ccco1)Nc1nnc(-c2ccccc2)o1
  IDE inh: 0 | IDE act: 4

(continued)
Every second line gives: IDE inh	IDE act
- CCC1(O)CC(c2ccccc2)=NN1C(=O)c1ccccc1F (stereo not given)
    2	1
- CCc1ccc(-c2nn(-c3ccccc3C)cc2C(=O)N2CCN(C3CCS(=O)(=O)C3)CC2)cc1 (stereo not given)
    -2	-1
- COc1cc(C2C(C#N)=C(N)OC3=C2C(=O)CC(C)(C)C3)cc2c1OCO2 (stereo not given)
    0	0
- O=C(O)CCc1ccc(S(=O)(=O)Nc2ccccc2N2CCCCC2)cc1
    -3	4
- Cc1cc(C)n2nc(SCC(=O)N3CCCCC3C)nc2n1 (stereo not given)
    -1	2
- COc1ccc(Sc2ccc(-c3nc4cnccn4c3NC3CCCCC3)cc2OC)cc1
    -2	1
- CC(=O)c1ccccc1OC(=O)c1ccc(-c2ccccc2)cc1
    -3	-1
- C#CCOCCOCCOCCNc1nc(N2CCN(C(=O)C([C@@H](C)O)n3cc([C@@H](N)CCCCN)nn3)CC2)nc(N2CCN(C(=O)[C@H](CC(N)=O)n3cc([C@@H](N)C(C)C)nn3)CC2)n1 (stereo not given in full)
    1	4
- CCOC(=O)c1c(NC(=O)CSc2nc3ccc(C)cc3[nH]2)sc2c1CC(C)(C)NC2(C)C
    13	0
- O=C(COC(=O)C1CC1)NCCNC(=O)COC(=O)C1CC1
    0	0
- CCOc1ccccc1NC(=O)CN1c2cccc3cccc(c23)S1(=O)=O
    -2	3
- CCOc1cc(C(=O)OC(C)C(=O)Nc2ccc(S(N)(=O)=O)cc2)ccc1OCC(=O)N1CCOCC1 (stereo not given)
    -4	2
- O=C(Nc1ccncc1)c1ccc(Cl)c(S(=O)(=O)N2CCc3ccccc32)c1
    6	5
- O=C1c2ccc(-c3ccc(Cl)c(C(F)(F)F)c3)cc2S(=O)(=O)c2cccc(C(=O)N3CCN(c4ccc(Cl)cn4)CC3)c21
    2	2
- CCN(CC)S(=O)(=O)c1ccc2[nH]c(=O)cc(C(=O)NCC(c3ccco3)N3CCCC3)c2c1 (stereo not given)
    7	3
- C[C@H](CCC(=O)O)[C@H]1CC[C@H]2[C@@H]3CC[C@@H]4C[C@H](O)CC[C@]4(C)[C@H]3C[C@H](O)[C@]12C
    -2	6&5&2
- CC(C)c1ccc(S(=O)(=O)N2CCN(C(=O)CN3C(=O)NC(C)(c4ccccc4)C3=O)CC2)cc1 (stereo not given)
    4	1
- CCCCCC(=O)N1CCN(S(=O)(=O)c2ccc3c(c2)OCCCO3)CC1
    0	5
- O=C(CSc1nccn(-c2ccc3c(c2)OCCO3)c1=O)Nc1ccccc1
    -3	2
- CCC(Oc1ccccc1)C(=O)OCC(=O)Nc1sccc1C(N)=O (stereo not given)
    -4	3
- Cc1cc2oc3cc(NCCC4CCCN4C)ccc3c(=O)c2cc1C (stereo not given)
    1	-4
- CN(CC(=O)Nc1ccc(Cl)c(C(F)(F)F)c1)C(=O)c1cccc(N2C(=O)CCC2=O)c1
    3	4
- COC(=O)c1ccc(CNC(=O)c2ccc(S(=O)(=O)N3CCCCCC3)cc2)cc1
    -1	3
- COCCN(C(=O)CSc1nc2ccccc2o1)c1c(N)n(Cc2ccccc2)c(=O)[nH]c1=O
    -3	5
- Cc1ccc(N(CCC#N)C(=O)COC(=O)c2cc(C)oc2C)cc1
    -3	0
- O=C(NCC(=O)N1CCN(S(=O)(=O)c2ccccc2F)CC1)c1ccc2c(c1)OCO2
    6	1
- Nc1cc(S(=O)(=O)N2CCCCC2)ccc1N1CCCCC1
    9	4
- Cc1ccc(S(=O)(=O)Nc2ccc(F)cc2)cc1C(=O)N1CCOCC1
    5	-3
- O=C(c1ccc(=O)[nH]n1)N1CCN(S(=O)(=O)c2ccc(C(F)(F)F)cc2)CC1
    13	-21
- Cc1cc(F)cc(C)c1Cn1cnc2c(cnn2C(C)(C)C)c1=O
    6	-2
- CSc1ccc(C2=CC(=O)C[C@H](c3ccc4c(c3)OCO4)C2)cc1
    10	-1
- Cc1ccc(CN2C(=O)C(C)Nc3ncnc(N4CCOCC4)c32)cc1 (stereo not given)
    4	3
- Cc1ccc(C(=O)CN2C(=O)NC3(CCCCCC3)C2=O)c(C)c1
    2	1
- CN(C(=O)c1ccccc1C(=O)OCC(=O)Nc1cccc(Br)c1)c1ccccc1
    2	-1
- O=C1c2cccc3cc([N+](=O)[O-])cc(c23)C(=O)N1c1nncs1
    9	2
- CCOC(=O)[C@H]1[C@H]2COc3ccccc3[C@@H]2N2C(=O)c3ccc(Cl)cc3NC(=O)[C@@]12C
    4	-4
- CC(OC(=O)c1cccc(S(=O)(=O)N(C)C)c1)C(=O)NCc1ccc2c(c1)OCO2 (stereo not given)
    0	2
- O=C(COC(=O)c1ccccc1NCCO)NNC(=O)c1cccs1
    10	4
- O=C(CSc1nncn1-c1ccccc1F)NC1CC1
    3	1
- C[C@H](CO)N1C[C@H](C)[C@@H](CN(C)S(=O)(=O)c2ccc(F)cc2)Oc2c(NC(=O)Cc3ccccc3)cccc2C1=O
    3	-5
- CCCCn1c(N)c(N(CC(C)C)C(=O)CSc2ccc3c(c2)OCCO3)c(=O)[nH]c1=O
    1	-2
- CCCN(CC(=O)Nc1ccc(F)c(F)c1F)C(=O)CCc1nc2ccccc2c(=O)[nH]1
    6	1
- CC(C)C[C@H]1CN=C(N(C)C)N1CC1CCCC1
    1	6
- O=C(c1ccccc1Cl)c1c(O)c2ccccc2oc1=O
    2	1
- O=C1CC2(CCN(C(=O)COc3ccc(F)cc3)CC2)Oc2ccccc21
    -3	-2

Later entries.
SMILES	IDE inh	IDE act
CC1C(=O)N2CCCc3cc(NC(=O)COc4ccccc4)cc1c32 (stereo not given)	-4	0
CSCCC(NS(=O)(=O)c1ccc(C)cc1)C(=O)Nc1ccc(C)cn1 (stereo not given)	-2	6
Cc1cc2c(cc1S(=O)(=O)NCc1ccccc1)NC(=O)CO2	1	2
COc1ccc(OC)c(S(=O)(=O)NCC(c2ccc(F)cc2)N2CCN(C)CC2)c1 (stereo not given)	-10	1
CC1CC1C(=O)OCC(=O)NCc1ccccc1 (stereo not given)	1	3
CC1CCN(C(=O)COC(=O)c2cc(S(=O)(=O)N3CCOCC3)ccc2Cl)CC1	-2	3
CN(C)c1ccc(C#Cc2ccc3cc(CCO)oc(=O)c3c2)cc1	-5	1
O=C(COc1ccc(F)cc1)NCC1(N2CCOCC2)CCCCC1	-2	-1
Cc1ccc(S(=O)(=O)N2CCC(C(=O)Nc3cccnc3)CC2)cc1	3	0
CC(Oc1cccc(Cl)c1)C(=O)Nc1ccc(N2CCOCC2)cc1N1CCOCC1 (stereo not given)	3	0
O=C(NCc1cccnc1)c1cc(S(=O)(=O)N2CCOCC2)c(Cl)cc1Cl	-3	6
COc1ccc(-c2c(-c3ccc(S(C)(=O)=O)cc3)sc3ccc(OC)cc23)cc1	5	2
COc1ccc(/C=C(\C)C(=O)c2c(C)cc(C)[nH]c2=O)cc1	1	11
Cc1ccccc1OCC(=O)Nc1nc(-c2ccncc2)cs1	-3	-1
Cc1noc(C)c1COc1ccccc1C(=O)N(C)CC(=O)Nc1ccc(F)c(F)c1F	-3	0
CCc1cccc(CC)c1-n1c(SCC(=O)N2CCCc3ccccc32)nc(O)cc1=O	2	-6
COc1ccc(Cl)cc1NC(=O)COC(=O)C1CCCCC1	-1	2
CCN(C(=O)Cn1ccc(C(F)(F)F)n1)c1c(N)n(Cc2ccccc2)c(=O)[nH]c1=O	1	3
C[C@]12CCC(=O)C=C1CCC1C2CC[C@@]2(C)C1CCC21OCCO1 (stereo not given in full)	1	6
CC1(C)NC(=O)N(CCCC(=O)Nc2ccc(C(F)(F)F)cc2)C1=O	-7	0
CN1CCN(c2ccc(S(=O)(=O)N3CCCCC3)cc2N)CC1	0	1
O=C(NCC(c1ccco1)N1CCOCC1)c1ccc(F)c(F)c1 (stereo not given)	6	0
COc1ccc(N2CC(NS(=O)(=O)c3ccc4ccccc4c3)CC2=O)cc1 (stereo not given)	9	-4
C=CCC[C@@H](Cc1ccc(F)cc1)C(=O)OC[C@@H](C)NC(=O)[C@@H](CC=C)CC(=O)N[C@H](CO)Cc1ccccc1	-2	5
COc1ccc2c(c1)[C@H]1[C@H](CO2)[C@H](c2ccccc2)[C@]2(C)C(=O)Nc3cc(OC)c(OC)cc3C(=O)N12	1	2
CCC(C)Sc1ccc([C@@H]2[C@@H]3C(=O)N(CC)C(=O)[C@@H]3[C@]3(C(=O)OC)CCCCN23)cc1OC (stereo not given in full)	8	-2
O=C(C[C@H]1C/C=C\CCC(=O)O[C@@H](c2ccccc2)CNC1=O)NCCO	0	0
COc1cccc(C(=O)OCC(=O)c2[nH]c(C)c(C(C)=O)c2C)c1	2	3
C[C@H](CO)N1C[C@H](C)[C@@H](CN(C)Cc2ccc(-c3ccccc3)cc2)Oc2c(NC(=O)c3ccncc3)cccc2C1=O	5	-4
COc1ccc([C@H]2CC(=O)C=C(c3cccc4c3Oc3ccccc3S4)C2)cc1	1	1

The closing 5 compounds of the part before open the next one:
SMILES	IDE inh	IDE act
CCC(C)Sc1ccc([C@@H]2[C@@H]3C(=O)N(CC)C(=O)[C@@H]3[C@]3(C(=O)OC)CCCCN23)cc1OC (stereo not given in full)	8	-2
O=C(C[C@H]1C/C=C\CCC(=O)O[C@@H](c2ccccc2)CNC1=O)NCCO	0	0
COc1cccc(C(=O)OCC(=O)c2[nH]c(C)c(C(C)=O)c2C)c1	2	3
C[C@H](CO)N1C[C@H](C)[C@@H](CN(C)Cc2ccc(-c3ccccc3)cc2)Oc2c(NC(=O)c3ccncc3)cccc2C1=O	5	-4
COc1ccc([C@H]2CC(=O)C=C(c3cccc4c3Oc3ccccc3S4)C2)cc1	1	1
Cc1ccc(C(=O)NCC(=O)OCC(=O)Nc2cc(S(=O)(=O)N3CCOCC3)ccc2C)cc1	-3	-5
Cc1ccc(S(=O)(=O)N(C)C)cc1NC(=O)C(C)OC(=O)c1ccc2ccccc2n1 (stereo not given)	2	0
Cc1cc(C(=O)NNC(=O)c2ccc(C)s2)c(C)o1	1	4
O=C(c1ccco1)N1CCN(C(=O)c2ccc(-c3ccccc3Cl)o2)CC1	8	-7
Cc1cccc(OC(C)C(=O)Nc2cc(Cl)ccc2-n2cncn2)c1 (stereo not given)	5	6
O=C(CSc1ncccn1)Nc1ccc2c(c1)OCO2	4	-3
O=C1CN(C(=O)COC(=O)Cc2ccccc2F)c2ccccc2N1	-3	3
Cc1cc(C(=O)CCC(=O)Nc2ccc(S(N)(=O)=O)cc2)c(C)s1	0	-3
Cc1cccnc1NC(=O)c1ccc(S(=O)(=O)N2CCC(C)CC2)cc1	-4	6
C=C[C@]1(C)C[C@@H](OC(=O)CSCCN(CC)CC)[C@]2(C)C(C)CC[C@]3(CCC(=O)[C@H]32)[C@@H](C)[C@@H]1O (stereo not given in full)	0&6	6&6
O=C(COC(=O)C1CC(=O)N(Cc2ccco2)C1)Nc1nc(-c2ccc(F)cc2)cs1 (stereo not given)	2	0
CCc1nc2ccc(C(=O)N(CC)CC(=O)Nc3c(F)cccc3F)cc2nc1CC	-2	-2
CCOc1ccc(CCNC(=O)COC(=O)c2oc3ccccc3c2COC)cc1OCC	1	2
CCC1(c2ccccc2)NC(=O)N(CC(=O)N2CC(=O)Nc3ccccc32)C1=O (stereo not given)	-1	-1
COc1ccc(NC(=O)COC(=O)CNC(=O)c2cccs2)cc1Cl	4	1
CCCn1c(N)c(N2CCCCC2)c(=O)n(CC(=O)Nc2ccccc2C(F)(F)F)c1=O	1	6
